UbGFP stabilizer: proteasome inhibitors stabilizing ubiquitin-GFP reporter; 67,000 tested, under 10 active; Ubiquitin-GFP reporter cells, proteasome inhibition, GFP fluorescence; response scale: untreated = 0%, 10 µM MG-132 = 100%; Potency, µM (top dose mostly 45.9 µM), for the others: top-dose activation (GFP accumulation), most hits filed as activators; active = well fitted activation curve with a large enough effect, not every such curve was filed as active; inconclusive = small, poorly fitted or top-dose-only effect, or another doubt; inactive = no such curve, though single readings can be large or run the other way; note: potency is the fitted concentration of half-maximal effect
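U2OS Ub(G76V)-GFP reporter; O/N plating, 0.5% FBS; cpd 46 uM–2.9 nM, 4 h, 37 °C; GFP+ cell count, 488/515 nm; norm. to basal vs 10 uM MG-132; CRC fit.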
Caspase-7 inhib: blocks human caspase-7 allosterically or competitively; AID 889; 75,000 tested, 0.02% active; Potency, µM (top dose mostly 57.5 µM), without a hit: at the highest dose activity change, negative = inhibition, hits mostly inhibitors; recombinant caspase-7, Ac-DEVD-AFC fluorescence rate; active = well fitted inhibition curve with a large enough effect in the main read-out, with a control signal flat, not every such curve was filed as active; inconclusive = small, poorly fitted or top-dose-only effect, or a change in a side signal; note: potency is the fitted concentration of half-maximal effect; % of control where 0% means no effect
GFP derepression: epigenetic modulators derepressing GFP locus in mouse cells; mouse C127i GFP locus derepression, cytometry, 30 h; Potency, µM (top dose mostly 46.1 µM), for inactives: top-dose GFP derepression (activation); 68,000 tested, 0.09% active; AID 597; note: % of control where 0% means no effect
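Murine C127i mammary cells carrying a silenced, stably integrated CMV-driven GFP reporter were treated with compound for 30 hours at 37 C. After PBS washes, GFP-positive cells were counted by laser-scanning microplate cytometry.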
Fluorescein autfl: fluorescein region autofluorescence; 59,000 tested, 0.91% active; AID 593; Compound autofluorescence, 480/540 nm, fluorescein-equivalent; active compounds read high; max fluorescein-equivalent concentration, M; in the data active = max fluorescein-equivalent concentration above about 10 nM; inconclusive = between about 1.1 nM and that limit
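First, buffer (100 mM Tris, pH 8.0) dispensed; second, compounds and fluorescein standards pinned in; third, 15 min room-temperature incubation; finally, imaging at ex 480 nm/em 540 nm. Fluorescence normalized against the six-point fluorescein curve.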
BRCT PPI red: inhibitors of human BRCA1 BRCT-phosphoprotein interaction (red fluorophore). P38398. BRCT-phosphopeptide binding, red fluorescence polarization. Potency, µM (highest dose often 76.9 µM), without a hit: at the top dose activity change, negative = inhibition, most hits filed as inhibitors. 75,000 tested, 0.03% active. AID 892; note: % is set by controls: 0 for no effect and ±100 for the full control effect
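Fluorescence polarization: 100 nM His-tagged BRCA1 BRCT with 100 nM TAMRA-labelled phospho-BACH1 decapeptide, phosphate buffer pH 7.3 with 150 mM NaCl, DTT, 0.01% Tween 20; 12 min RT. Binding inhibition seen as FP decrease.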
HEK293 cAMP ctrl: raises cAMP in parental HEK293 cells, TSHR agonist counter-screen. parental HEK293 CNG cAMP sensor, membrane potential fluorescence. Potency, µM (top dose mostly 57.1 µM), for the others: at the highest dose activation, most hits filed as activators. 73,000 tested, 2.5% active. AID 938; note: potency is the fitted concentration of half-maximal effect; % of control where 0% means no effect; nearly all actives have a fitted effect of over 55% in size
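Counterscreen for endogenous-receptor signalling: CNG-channel HEK 293 cells report cAMP rise by membrane depolarization. After 60 min dye equilibration with 100 uM RO 20-1724, compounds incubated 30 min before bottom-read fluorescence at 590 nm.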
Casp1 inh: allosteric or competitive inhibitors of human caspase-1; P29466; Caspase-1 enzyme, Ac-WEHD-AFC fluorogenic rate; Potency, µM (doses to about 57.5 µM), for the others: top-dose activity change, negative = inhibition, hits mostly inhibitors; 75,000 tested, 0.03% active; AID 900;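 note: potency is the fitted concentration of half-maximal effect; plate controls were vehicle for no effect and no substrate for full effect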
A350 autofl: compound fluoresces in the Alexa 350 spectral region; AID 590; 59,000 tested, 11% active; Compound autofluorescence, 340/450 nm, Alexa 350 dye-equivalents; active compounds read high; max dye-equivalent concentration, M; in the data active = max dye-equivalent concentration above about 10 nM; inconclusive = mostly about 1.1 nM to 9.6 nM
4-MU autofl: 4-MU region autofluorescence. compound autofluorescence, 340/450 nm, 4-MU equivalents; active compounds read high. max dye-equivalent concentration, M. 59,000 tested, 11% active. AID 589; in the data active = max dye-equivalent concentration above about 10 nM; inconclusive = mostly about 1.1 nM to 9.6 nM
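Intrinsic fluorescence at 340/450 nm (ex/em) was read after 15 min at room temperature in pH 8.0, 100 mM Tris. Each compound concentration expressed as 4-MU-equivalent concentration from a six-point 4-MU standard series on each plate.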
USP2a inh: USP2a (human) protease inhibition | USP2a enzymatic assay, qHTS inhibition | 60,000 tested, 0.1% active | Potency, µM (titrated, usually from 38.3 µM), for the others: at the top dose activity change, negative = inhibition, actives largely listed as inhibitors;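 note: potency is the fitted concentration of half-maximal effect; nearly all actives have a fitted effect of over 60% in size; plate controls were DMSO for no effect and NEM full inhibition control for full effect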
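20 nM USP2 core + cpd, 30 min RT; add 20 nM Ub-PLA2/20 uM NBD C6-HPC; read Ex460/Em535 at 0 h and 2.5 h. Normalized to NEM; qHTS curve fit/classification.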
BRCT inh green: BRCA1 BRCT-phosphoprotein interaction inhibition; Potency, µM (doses to about 76.9 µM), without a hit: at the top dose activity change, negative = inhibition, usual class: inhibitors; P38398; BRCA1 BRCT-phosphopeptide binding, green fluorescence polarization; 75,000 tested, 0.05% active; AID 875;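 note: potency is the fitted concentration of half-maximal effect; plate controls were peptide without protein for full effect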
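Fluorescence polarization: His-tagged BRCT (~35 kDa BRCA1 C-terminus, 250 nM) bound to 100 nM fluorescein-labeled phosphorylated 10-aa BACH1 peptide, pH 7.3 phosphate buffer with DTT and Tween 20. Compounds incubated 12 min at room temperature; inhibition read as lowered polarization.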
* marks the source's active call; other numbers are inactive results; i = inactive; ? = inconclusive; . = not tested or not shown; & = joins results of further samples; [ ] = dose if it differs, or a comment. Unless noted, calls come from the whole dose curve; as a rule, active = well fitted curve in the direction sought with a large enough effect; inconclusive = small, poorly fitted or top-dose-only effect, or another doubt; inactive = no such curve, though single readings can be large; an effect the other way counts as inactive or inconclusive. Only part of the results is shown; the hit share may differ from the screen's.

SMILES | UbGFP stabilizer | Caspase-7 inhib | GFP derepression | Fluorescein autfl | BRCT PPI red | HEK293 cAMP ctrl | Casp1 inh | A350 autofl | 4-MU autofl | USP2a inh | BRCT inh green
O=C(CCn1c(=S)[nH]c2ccccc2c1=O)NCCCN1CCCC1=O | 0.0% | 0.1% | 0.0% | ? | -0.6% | 2.8% | 2.8% | i | i | -2.5% | -1.5%
O=C(CSc1ccc2nnc(-c3ccccc3)n2n1)NCC1CCCO1 (stereo not drawn) | 1.3% | 0.1% | 7.2% | i | -0.1% | 6.0% | 2.1% | 2.03e-08M* | 1.74e-08M* | -10.6% | -1.0%
Cc1nn(-c2ccc(S(=O)(=O)O)cc2)c(O)c1N=Nc1ccc(-c2ccc(N=Nc3ccc4c(S(=O)(=O)O)cc(S(=O)(=O)O)c(N)c4c3O)c(O)c2)cc1O.[Cu].[Cu] | 1.4%[9.17 µM] | 1.7%[11.5 µM] | 0.0%[9.22 µM] | i | 2.51µM* | 4.8%[11.4 µM] | -1.7%[11.5 µM] | i | i | . | 6.31µM*
COc1cccc(NC(=O)[C@@H]2CCCN2C(=O)C2CCN(S(=O)(=O)c3ccc(C)cc3)CC2)c1 | -5.2% | -2.1% | 0.0% | i | -0.6% | 1.7% | -0.3% | i | i | 40.7%[activator] | 0.4%
Cc1ccc2nc(NC3=NCN(CCN4CCOCC4)CN3)nc(C)c2c1 | -4.0% | -0.3% | 2.3% | ? | 0.7% | -7.6% | -3.1% | ? | ? | 2.1% | 2.1%
CCC(=O)n1nc(NCc2ccccc2OC)nc1NCc1ccccc1OC | 4.7% | -2.9% | 0.0% | i | -1.0% | 13.2% | 0.2% | i | i | -9.5% | -1.6%
CCn1c(SCC(=O)C(C)(C)C)nnc1-c1cccnc1 | -8.8% | -0.8% | 23.5% | i | 0.7% | -4.2% | 1.6% | i | i | 10.4% | -0.2%
Cc1cn(S(=O)(=O)c2ccc(Br)c3ccccc23)cn1 | . | -3.3% | . | . | 0.9% | 25.3% | -2.8% | . | . | . | -0.5%
COC(=O)[C@H](C)NC(=O)Nc1cccc(C(F)(F)F)c1 | -0.9% | -0.8% | 1.6% | ? | -0.9% | 6.6% | -1.4% | i | i | 2.9% | -2.1%
CC1Cc2nc(SCC(=O)Nc3ccc4c(c3)OCO4)n(Cc3ccccc3)c(=O)c2S1 (stereo not drawn) | -2.9% | -3.3% | 0.0% | i | -0.7% | 4.2% | -7.3% | i | i | 53.3%[activator] | 0.2%
CCn1c(SCC(=O)NCc2ccccc2)nc2ccccc2c1=O | 0.1% | 3.4% | -1.2% | i | -1.9% | 121.5% | -1.2% | i | i | -6.4% | -1.0%
CC(=O)CCc1oc2ccc(NC(C)=O)cc2c1-c1ccc(C)o1 | 10.3% | -9.3% | ? | i | -2.1% | 3.0% | -9.9% | i | i | 3.9% | -1.8%
O=C(Nc1nc2c(s1)CCc1ccccc1-2)c1cccs1 | -5.7% | -14.3% | -1.5% | i | 0.0% | 18.5% | ? | 3.44e-08M* | 3.85e-08M* | 47.7%[activator] | 0.0%
CSc1nsc(SC)c1NC(=O)Nc1ccccn1 | 3.0% | 0.3% | 4.2% | i | 1.2% | 13.2% | -1.0% | i | i | 6.5% | -1.5%
Cc1cc(C)c(C#N)c(N2CCCC2)n1 | -1.0% | -1.0% | 2.6% | i | 0.4% | 6.2% | -3.7% | 8.41e-07M* | 6.5e-07M* | -5.1% | -3.7%
CCOC(=O)c1cc(S(=O)(=O)N2CCN(C(=O)OCC)CC2)cn1C | -0.9% | 0.1% | -2.9% | i | 0.4% | 10.0% | 1.9% | i | i | 17.0% | 0.5%
COc1ccc(CN(CCN(C)C)Cc2ccccc2)c(OC)c1 | 1.1% | 0.7% | 1.3% | ? | 1.7% | 12.6µM* | -4.4% | i | i | 0.5% | -2.1%
Cc1noc(C)c1C(=O)N1CCC[C@@]2(CCN(C(=O)Nc3cccc(F)c3)C2)C1 | -5.8% | 0.7% | -2.3%[9.22 µM] | i | -2.4% | 14.3% | -0.7% | i | i | -11.4% | -1.2%
O=C(CN1CCN(CC(=O)Nc2ccccc2Cl)CC1)Nc1ccc2c(c1)OCCO2 | 2.9% | -1.1% | 4.5% | i | -1.6% | 12.0% | 2.8% | i | i | 21.1% | 1.3%
CCOC(=O)c1c(C)[nH]c(C(=O)CN2C(=O)NC(CC)(c3ccccc3)C2=O)c1C (stereo not drawn) | 3.1% | -2.3% | -1.1% | ? | 1.4% | -19.0% | -1.4% | i | i | 35.4%[activator] | -0.5%
COC(=O)C1C(=O)C2=C(CC1C)NC(C)=C(C(=O)OC1CCCC1)C2c1ccc(N(C)C)cc1 (stereo not drawn) | -6.7% | -24.3% | 3.2% | ? | -1.1% | -9.6% | ? | ? | ? | 24.5% | 0.2%
COC(=O)C1=C(C)N(Cc2ccccc2)C2=C3C(=O)N(c4ccccc4)C(=O)C3[C@@](O)(C(=O)OC)C(=O)N2C1c1ccccc1 (stereo partly drawn) | . | 0.6%&1.2%[11.5 µM] | . | . | 1.5%&-1.2%[15.4 µM] | 2.7%&9.2%[11.4 µM] | ? | . | . | . | -0.2%&-0.2%[15.4 µM]
Cc1cc(C)cc(OCC(=O)NCC2CCCO2)c1 (stereo not drawn) | 9.4% | 0.3% | 2.3% | . | -0.2% | 12.5% | 0.5% | . | . | . | -0.9%
C=C(C)C1Cc2c(C)nn(-c3ccccc3)c2C1 (stereo not drawn) | 0.0% | -2.7% | 2.2% | ? | 0.6% | ? | -1.6% | i | i | -28.3% | -4.2%
Cc1c(NC(=O)c2cc(-c3ccco3)on2)c(=O)n(-c2ccccc2)n1C | -2.4% | -0.9% | -1.1% | i | -0.2% | 9.1% | -3.4% | i | i | 0.8% | -0.2%
Cn1c(=O)c(CCc2ccccc2)nc2cncnc21 | 1.1% | -3.0% | 8.1%[9.22 µM] | ? | -1.7% | ? | -3.3% | i | i | 5.3% | -1.3%
Clc1ccccc1-c1nccc(NCc2cccs2)n1 | -2.8% | -6.4% | 2.9%[9.22 µM] | i | -1.2% | ? | -7.0% | i | i | -2.3% | 1.9%
CCOC(=O)N1CCC(NC(=O)C2CCC(CNS(=O)(=O)c3ccc(OC)cc3)CC2)CC1 (stereo not drawn) | -3.3% | 0.6% | -2.9% | i | -0.3% | 4.1% | 0.8% | i | i | 4.8% | -1.2%
CC(=O)Nc1ccc(NC(=O)c2ccccc2F)cc1 | ? | -0.4% | 1.9% | . | -0.1% | -5.4%[11.4 µM] | -2.1% | . | . | 0.2%[7.66 µM] | -1.5%
Nc1nonc1/C(=N/O)N1CCN(CCO)CC1 | 5.7% | -0.3% | 2.3% | . | 1.4% | 3.9% | -0.1% | . | . | . | -1.3%
COc1ccccc1N1C(=O)CC(Sc2nc(C)cc(C)n2)C1=O (stereo not drawn) | . | 1.3% | . | . | 0.5% | -1.2% | -1.5% | . | . | . | -0.9%
CCC(OC(=O)CC1Sc2ccccc2NC1=O)C(=O)NCC1CCCO1 (stereo not drawn) | -4.3% | 1.9% | 5.6% | i | -0.2% | 5.8% | -0.1% | i | i | . | -1.5%
COC(=O)c1ccccc1NC(=O)Cn1cnc2cc(C)c(C)cc21 | -16.9%[9.17 µM] | 0.0% | -1.5% | . | -1.1% | ? | -0.5% | . | . | 31.5%[activator][7.66 µM] | 2.5%
COc1ccc(OC)c(N=c2oc3c(OC)cccc3cc2C(=O)NCc2ccco2)c1 | 2.1% | 0.3% | -0.9% | ? | 1.1% | 4.0% | -0.3% | i | i | 144.5%[activator] | 0.6%
Cc1cccc(CNc2nc(-c3c(C)noc3C)nc3ccccc23)c1 | -0.5% | -1.7% | 0.0%[9.22 µM] | i | 0.8% | ? | -4.7% | i | i | -8.4% | -0.9%
COC(=O)c1cc(COC(=O)c2cccnc2SC)oc1C | -0.1% | -0.2% | 2.5% | ? | 0.8% | ? | -0.9% | i | i | 6.0% | -0.6%
CCCCCCCCCCCCCCCCCC(=O)NCCc1ccc(O)c(O)c1 | . | -0.1% | . | . | -0.5% | -0.6% | -1.2% | . | . | . | -5.6%
Cc1cc(NC(=O)CSc2nnc(C3CC3)n2N)no1 | -4.1% | -1.9% | -0.1% | i | 0.5% | 0.8% | -0.5% | i | i | -4.8% | -3.0%
CCOc1ccc(N(CC(=O)NCc2ccccc2OC)S(C)(=O)=O)cc1 | -2.9% | 1.6% | 0.0% | i | -0.7% | 22.4% | -1.2% | i | i | -8.7% | 1.1%

2 compounds picked at random from the list so far:
SMILES | UbGFP stabilizer | Caspase-7 inhib | GFP derepression | Fluorescein autfl | BRCT PPI red | HEK293 cAMP ctrl | Casp1 inh | A350 autofl | 4-MU autofl | USP2a inh | BRCT inh green
Clc1ccccc1-c1nccc(NCc2cccs2)n1 | -2.8% | -6.4% | 2.9%[9.22 µM] | i | -1.2% | ? | -7.0% | i | i | -2.3% | 1.9%
CCOC(=O)c1cc(S(=O)(=O)N2CCN(C(=O)OCC)CC2)cn1C | -0.9% | 0.1% | -2.9% | i | 0.4% | 10.0% | 1.9% | i | i | 17.0% | 0.5%

High-throughput results: PubChem BioAssay, National Center for Advancing Translational Sciences (NCATS)
